TROY signal inh: blocks TROY-dependent signaling in reporter cells; Q293 LMP1-TROYcd NF-kB luciferase reporter, 4 h; 360,000 tested, 0.98% active; inhibition, % at 10 µM;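 active means compounds whose plate-normalised and pattern-corrected inhibition of the luciferase reporter signal at the single screening dose is 50% or more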
KKLEB tox: reduces viability of KKLEB cystic fibrosis airway cells | 360,000 tested, 0.36% active | activity change (cytotoxicity), % at 5 µM | AID 602141 | KKLEB CF airway cells viability, ATPlite luminescence, overnight; stronger effect = lower value; cells stimulated with P. aeruginosa culture filtrate;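 active means corrected activity change at or below -50% at 5 µM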
Shn3 inh set2: inhibitors of Schnurri-3 3'UTR reporter in osteoblasts; Clone20 osteoblast Shn3 3'UTR firefly luciferase, 24 h; inhibition, % at 12.5 µM; 360,000 tested, 0.52% active; AID 588674;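 active means mean inhibition of at least 75% with every replicate also reaching 75%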;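 further: 0% = median of neutral control wells and 100% = pilot-screen positive control compound; some compounds past the cut are filed as inactive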
TWEAK-Fn14 inh: blocks TWEAK-Fn14 interaction in a reporter cell assay. inhibition, % at 10 µM. AID 1159606. 360,000 tested, 2% active. TWEAK-stimulated Fn14 reporter cells, luciferase luminescence, 8 h; in the data active means inhibition above about 50%
TRAIL sens C8: sensitizes caspase-8 expressing cells to TRAIL; 360,000 tested, 1% active; AID 624354; inhibition (viability loss, TRAIL sensitization), % at 10 µM; NB7+C8 cells + TRAIL, ATPlite viability luminescence;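 active means compounds causing at least 50% loss of cell viability in the single-dose screen, relative to plate controls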
NR2E3 ag-1: activates human photoreceptor nuclear receptor NR2E3 | inhibition of corepressor binding, % at 4.78 µM | Q9Y5X4 | AID 2300 | GST-NR2E3/biotin-RetCOR TR-FRET, 1536-well | 320,000 tested, 0.12% active;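 active means percent inhibition above the cutoff of mean plus 3 SD of all tested compounds, set per screening campaign, cut at about 20% in these data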;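 further: 0% = DMSO wells and 100% = biotin wells as full block of FRET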
Target sequence (Q9Y5X4 whole entry, looked up): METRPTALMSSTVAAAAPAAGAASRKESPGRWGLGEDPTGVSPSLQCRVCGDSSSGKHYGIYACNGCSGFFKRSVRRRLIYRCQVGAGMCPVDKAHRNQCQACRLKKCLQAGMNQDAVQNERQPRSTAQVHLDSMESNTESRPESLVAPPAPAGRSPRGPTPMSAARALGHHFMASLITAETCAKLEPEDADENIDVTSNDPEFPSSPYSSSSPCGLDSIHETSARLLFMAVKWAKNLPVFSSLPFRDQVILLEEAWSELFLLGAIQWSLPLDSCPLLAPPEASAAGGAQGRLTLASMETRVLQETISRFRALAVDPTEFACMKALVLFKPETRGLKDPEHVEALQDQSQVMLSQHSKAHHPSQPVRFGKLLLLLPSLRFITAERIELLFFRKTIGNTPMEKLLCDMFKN
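System: GST-tagged NR2E3 plus biotinylated RetCOR corepressor; Amount: 1.35 nM GST-tagged NR2E3 final; Dosing: single nominal compound dose of 4.8 µM; Schedule: 5 h incubation at 4 °C; Technique: TR-FRET with europium anti-GST and streptavidin-D2, 340 nm excitation; Controls: biotin wells as high control, 0.6% DMSO wells as low control.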
CF NFkB block: blocks PAF-induced NF-kB reporter in cystic fibrosis cells. 360,000 tested, 0.86% active. inhibition, % at 5 µM. KKLEB NF-kB-GFP reporter, GFP fluorescence overnight;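 active means at least 50% inhibition at 5 µM, scaled per plate between neutral and stimulator controls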;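 further: PAF is a Pseudomonas aeruginosa culture filtrate used as stimulus; plate controls were PAF-stimulated DMSO wells for no effect and unstimulated DMSO wells for full effect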
TRPM1 prom inh: inhibitors of MITF-driven TRPM1 promoter in melanoma cells | 330,000 tested, 0.83% active | SK-MEL-5 TRPM1 promoter luciferase, 24 h | inhibition, % at 12.5 µM | AID 488899;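 active means mean inhibition across replicates of 60% or more, whatever share of single replicates reaches that level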; further: values of inactives mirror those of a sister screen read the other way
Peg3 promoter: reduces Peg3 promoter-driven luciferase expression in HeLa; HeLa PEG-Prom luciferase reporter, luminescence, overnight; inhibition, % at 20 µM; 360,000 tested, 1.7% active;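 active means inhibition of at least 50% at 20 µM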
HIF-2a inh: HIF-2a inhibition | 786-0 RCC cells HIF-2a reporter, luciferase luminescence, overnight | inhibition, % at 18.8 µM | 360,000 tested, 0.72% active | AID 624352;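 active means inhibition of the luminescence signal of 40% or more relative to plate controls, in a single-dose primary screen at 18.75 µM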
NR2E3 ag-2: activates human NR2E3 receptor; Q9Y5X4; CHO-S Gal4-NCOR/VP16-NR2E3 two-hybrid, luciferase; inhibition of corepressor binding, % at 3.98 µM; 360,000 tested, 0.35% active; AID 602229;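 active means inhibition above the mean of all tested compounds plus 3 SD, cut at about 70% in these data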;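 further: 0% = DMSO with NR2E3 transfected cells and 100% = cells lacking NR2E3 construct; higher means lower luciferase signal from less NR2E3 corepressor binding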
Numbers without * were called inactive; . = no result given.

SMILES	TROY signal inh	KKLEB tox	Shn3 inh set2	TWEAK-Fn14 inh	TRAIL sens C8	NR2E3 ag-1	CF NFkB block	TRPM1 prom inh	Peg3 promoter	HIF-2a inh	NR2E3 ag-2
COc1cc(/C=C2/C(=O)ON=C2C)ccc1OCc1ccccc1F	-28	0	4	-6	9	-1	2	-17	66*	-67	-45
O=C(c1ccco1)N(CCO)Cc1cc2cc3c(cc2[nH]c1=O)OCO3	-4	8	5	5	11	-1	-16	11	14	15	-27
O=C(COC(=O)[C@@H]1CC(O)CN1S(=O)(=O)c1ccc(Cl)cc1)NC(=O)NCc1ccccc1 (stereo partly drawn)	-9	12	-6	-2	-2	2	6	7	-7	11	-26
Cn1c(=O)[nH]c(=O)c2c1nc(OC(=O)c1ccccc1)n2CC(O)COc1ccc(F)cc1 (stereo not drawn)	16	-15	-2	5	2	.	20	-12	8	-9	-30
CCCc1cc(=O)[nH]c(SCC(=O)N2CCC(C)CC2)n1	-19	-17	6	-11	-17	1	9	4	-7	1	-15
O=C(NC1CC(=O)N(c2ccc(Cl)cc2)C1)C1CC1 (stereo not drawn)	-9	-13	-63	2	-3	4	10	-11	17	12	-3
CN(C)c1nc(N(C)C)nc(N(C#N)Cc2ccc(Cl)cc2)n1	-7	-10	8	-32	2	1	23	10	21	7	-18
NC(=O)C(CC(=O)O)NC(=O)[C@@H]1CCCNc2c(I)cc([N+](=O)[O-])cc2C(=O)N[C@@H](CO)C(=O)N[C@@H](Cc2ccc(O)cc2)C(=O)N1 (stereo partly drawn)	-8	-14	-10	-1	4	0	4	1	-29	1	-11
COc1cccc(OC)c1C(=O)Nc1ccc2c(c1)Cc1ccccc1-2	-43	3	-9	-17	2	4	-4	-18	-137	-220	-7
COc1ccc2oc(C(=O)OCC(=O)N(C)CC(=O)Nc3ccc(C)cc3)c(C)c2c1	7	-14	-6	-14	16	1	20	8	-7	-16	30
Cc1cc(NS(=O)(=O)c2ccc(NC(=O)c3cc(-c4cccnc4)nc4ccc(Cl)cc34)cc2)no1	-5	10	-4	11	-4	4	-25	15	1	20	8
Cc1cc(OC(=O)c2c(Cl)cccc2Cl)nc(C)n1	-17	-2	12	-10	-5	-2	10	3	11	-6	1
COc1cccc(-c2csc(N3CCN(Cc4ccccc4)CC3)n2)c1	-26	3	-3	-7	-2	6	-9	-6	-59	-69	-3
COc1cc(NC(=O)c2cccs2)ccc1NC(=O)Cc1ccccc1	-15	6	-12	-6	3	4	-4	-21	-51	-35	-3
CC(C)Cn1c(=O)c2ccccc2n2c(CCC(=O)O)nnc12	-9	7	-8	17	-7	-3	-26	16	10	20	-16
COc1ccc(OC)c(-c2csc(N3CCC(c4ccccc4)CC3)n2)c1	5	4	4	-10	3	-2	10	3	6	9	-11
CNC(=S)N(CCc1ccccc1)Cc1cc2cc(OC)c(OC)cc2[nH]c1=O	-1	0	-2	22	-2	5	-5	-8	22	17	14
CC(Oc1ccc(F)cc1)c1ccnc2nc(/N=C/N(C)C)nn12 (stereo not drawn)	-5	-10	-4	9	2	0	-7	-3	7	4	-14
COc1cc(C(=O)NCc2ccccn2)ccc1OCc1c(C)noc1C	-3	-6	2	4	-7	1	6	5	17	9	-17
CC(C)=NOCC(=O)Nn1c(COc2ccccc2)nc2ccccc2c1=O	9	4	6	7	3	2	16	0	14	1	25
CCOc1ccc2ccccc2c1/C=N/NC(=O)CC1(C)OCCCO1	8	2	10	-1	-5	-3	10	14	-9	0	1
CN1CCCN(c2ncnc3scc(-c4ccc(F)cc4)c23)CC1	20	14	2	0	0	4	-7	-12	13	17	-22
COc1cc2c[n+](C)c3c4ccccc4ccc3c2cc1OC	-54	-10	-9	-92	21	.	-224	-1	0	-108	6
COc1ccc(NC(=O)CC2C(=O)N(c3ccccc3)C(=O)N2Cc2ccco2)cc1 (stereo not drawn)	15	-1	24	-11	-2	5	-1	-10	15	21	-12
O=c1c2ccccc2nc(SCc2cn3ccsc3n2)n1-c1ccccc1F	-7	-4	22	19	-19	1	-1	-3	10	12	-25
COCCN(C(=O)COC(=O)C12CC3CC(CC(Cl)(C3)C1)C2)c1c(N)n(Cc2ccccc2)c(=O)[nH]c1=O	14	-9	7	-10	11	-1	4	-12	3	15	-4
COC(=O)c1c(NC(=O)COc2ccc(Cl)cc2)sc2c1CC(C)(C)NC2(C)C	19	-57*	74	-166	73*	0	33	82*	99*	52*	-4
CCCn1c(C)cc(/C=C(\C#N)C(=O)OCC(=O)NC(=O)NC(C)(C)C)c1C	20	2	0	-1	3	3	-16	5	-46	-60	-7
CC(C)c1ccc(N(C(=O)c2csnn2)C(C(=O)NC(C)(C)C)c2ccncc2)cc1 (stereo not drawn)	-51	2	-25	-14	-1	-1	-13	-44	-194	-277	-75
CCCCOCCCNC(=O)c1ccc(OCC)cc1	-10	7	-3	-12	0	-2	-11	-6	3	-3	-12
COCCNC(=S)Nc1ccc(N2CCCCC2)cc1	-1	-24	-16	5	12	-4	3	-23	-47	-70	-30
COc1ccc(-n2cccc2/C=C2\C(=N)N3N=C(C(C)C)SC3=NC2=O)cc1	3	10	-14	-7	-9	0	20	-5	17	26	-61
O=C(NN1CCOCC1)c1ccc(Cl)c(Cl)c1	11	-3	-8	-11	-1	-3	3	0	-8	11	-20
COc1ccccc1/C=C/C(=O)NCC(=O)N/N=C/c1cc(Br)ccc1OC	7	6	42	6	15	-4	-19	10	14	19	-23
COc1ccc(C2Cc3ccccc3C(=O)O2)cc1 (stereo not drawn)	-29	-4	-4	-25	4	-1	-5	-7	-53	-119	-34
C[C@@H]1CN([C@H](C)CO)C(=O)c2cccc(NC(=O)Nc3ccc(C(F)(F)F)cc3)c2O[C@H]1CN(C)S(=O)(=O)c1cccs1	4	-10	11	13	16	.	29	14	32	17	3
Cc1cccc(OCC(=O)NNC(=O)c2ccccc2OCc2c(C)noc2C)c1	7	-3	-8	2	2	1	1	-5	-9	13	-6
CC(=O)c1cccc(NC(=O)CN(c2ccc(C)cc2)S(=O)(=O)c2cccc3nonc23)c1	-19	0	.	23	5	4	-8	-10	8	9	8
Cc1ccc2nc(N(CCCN(C)C)C(=O)c3sc4ccccc4c3Cl)sc2c1	50*	-15	-16	73*	15	4	16	38	-81	-13	-8
CSc1cccc(NC(=O)Cc2ccccc2[N+](=O)[O-])c1	8	3	-9	7	-7	-1	-12	-3	-33	-45	-29

Some of the entries above in another layout:
molecule,TROY signal inh,KKLEB tox,Shn3 inh set2,TWEAK-Fn14 inh,TRAIL sens C8,NR2E3 ag-1,CF NFkB block,TRPM1 prom inh,Peg3 promoter,HIF-2a inh,NR2E3 ag-2
C[C@@H]1CN([C@H](C)CO)C(=O)c2cccc(NC(=O)Nc3ccc(C(F)(F)F)cc3)c2O[C@H]1CN(C)S(=O)(=O)c1cccs1,4,-10,11,13,16,.,29,14,32,17,3
Cc1cccc(OCC(=O)NNC(=O)c2ccccc2OCc2c(C)noc2C)c1,7,-3,-8,2,2,1,1,-5,-9,13,-6

Continued:
SMILES	TROY signal inh	KKLEB tox	Shn3 inh set2	TWEAK-Fn14 inh	TRAIL sens C8	NR2E3 ag-1	CF NFkB block	TRPM1 prom inh	Peg3 promoter	HIF-2a inh	NR2E3 ag-2
O=C(CNCCc1ccccc1)N1CCc2ccccc2C1	-8	4	-8	-12	3	-3	8	7	-25	-26	-16
CCOC(=O)c1c(NC(=O)CN(CC)CC)sc2c1CCC2	-26	-4	3	-19	1	1	-8	-15	18	20	-5
O=C(Nc1ccc(Cl)cc1)Nc1nnc(CSCc2ccccc2Cl)s1	-2	-1	30	12	12	4	41	-4	21	-2	-14
O=c1c2cccnc2n(-c2ccccc2)n1Cc1c(Cl)cccc1Cl	10	0	-10	7	-8	-1	17	5	2	17	-39
COc1cccc(/C=C/C(=O)OCC(=O)Nc2ccc(Cl)cn2)c1	7	-22	-11	0	4	2	9	6	8	15	-7
CCOC(=O)c1c(C)[nH]c(-c2csc(N)n2)c1C	9	-8	12	10	-30	.	38	-5	0	-20	-42
CCC(Sc1ncccc1Nc1ccccn1)C(=O)O (stereo not drawn)	-12	-18	-5	3	12	-2	5	-3	0	11	23
Nc1nc2c(nc(SCc3ccccc3Br)n2C2OC(CO)C(O)C2O)c(=O)[nH]1 (stereo not drawn)	-1	13	8	-1	-9	-1	-27	4	-13	10	-29
Fc1ccc(N/N=C2/CCSc3sccc32)c(F)c1	-27	8	-4	-18	-5	-3	-25	1	-20	-40	-6
CN(C)c1nc(N/N=C\c2ccc(Cl)c([N+](=O)[O-])c2)nc(Nc2ccc(F)cc2)n1	37	5	1	43	-2	0	-10	1	65*	-37	-23
COc1ccc(OC)c(-c2nc(C(=O)NCCCN3CCOCC3)cc3c2[nH]c2ccccc23)c1	-6	2	-7	14	0	-3	5	16	-2	23	-4
COc1cc(C(=O)NC2CCN(Cc3nnnn3Cc3ccc(F)cc3)CC2)cc(OC)c1OC	26	12	62	-13	-1	0	-16	14	-3	16	-4
Cc1ccc(Sc2cnc(N)nc2C)cc1	10	0	-1	12	-2	2	28	-22	3	16	-14
CCCc1cc(C(=O)Cc2ccccn2)c(O)cc1O	-2	-3	3	14	-7	4	26	13	8	10	-20
O=C(CSc1ccccn1)Nc1ccc(NC(=O)CSc2ccccn2)cc1	-6	-5	-5	-13	-1	-2	10	10	-4	14	-13
O=C(Nc1ccc2nc3n(c(=O)c2c1)CCCC3)c1cccnc1Cl	-9	-10	8	-8	-7	-2	-4	-15	-23	-22	-21
CCCc1cc(=O)[nH]c(N2CCN(Cc3ccc4c(c3)OCO4)CC2)n1	7	4	16	4	-5	.	3	-18	11	14	10
CCOC(=O)C1C(=O)C=C(c2ccc(NS(C)(=O)=O)cc2)CC1c1ccco1 (stereo not drawn)	-16	6	12	10	8	0	-22	0	7	4	6
Cc1c(S(=O)(=O)c2ccccn2)c(N)n(Cc2cccc(Cl)c2)c1C	10	-12	-9	-2	5	.	8	.	-1	17	4
COC(=O)C(NNc1ccccc1)(NC(=O)c1cccc(F)c1)C(F)(F)F (stereo not drawn)	-7	-16	13	-9	-13	1	2	5	13	8	-14
C=CCNC(=S)/N=c1/scc(C)n1C	-13	-8	-17	-20	10	0	-8	6	-57	-69	-20
CCCCn1c(=O)c(-[n+]2ccccc2)c([O-])c2ccccc21	17	5	15	6	-18	-3	5	-1	-5	0	-2
O=C(O)C(Cc1c[nH]c2ccccc12)NS(=O)(=O)c1ccc2ccccc2c1 (stereo not drawn)	6	-2	2	9	-3	-4	7	22	14	18	-10
O=C(O)c1ccc(N/N=C/c2ccc(-c3ccccc3)cc2)cc1	-45	8	-51	9	6	.	-1	-85	-272	-312	-118
O=C(Cc1ccc(NC(=O)C2CCCN(C(=O)C3CCC3)C2)cc1)Nc1cccc(C(=O)N2CCCC2)c1 (stereo not drawn)	-12	6	-14	8	1	.	-19	16	-17	-17	-17
Cc1ccc(C(=O)C=Cc2cccc(C)c2)cc1	-77	0	-10	-2	-10	.	-5	-72	-43	-221	-58

Some of the compounds tested. The share of hits here may be higher or lower than overall.
